SIRT5 block = inhibitors of human sirtuin-5 desuccinylase. Purified SirT5, succinyl-peptide AMC, trypsin-coupled fluorescence. AID 652115. inhibition, % at 15 µM. 1.1% of 330,000 active. Q9NXA8; in the data active means inhibition above about 15%; inconclusive means no clear call, values can overlap the other calls
Target sequence (Q9NXA8 whole entry, looked up): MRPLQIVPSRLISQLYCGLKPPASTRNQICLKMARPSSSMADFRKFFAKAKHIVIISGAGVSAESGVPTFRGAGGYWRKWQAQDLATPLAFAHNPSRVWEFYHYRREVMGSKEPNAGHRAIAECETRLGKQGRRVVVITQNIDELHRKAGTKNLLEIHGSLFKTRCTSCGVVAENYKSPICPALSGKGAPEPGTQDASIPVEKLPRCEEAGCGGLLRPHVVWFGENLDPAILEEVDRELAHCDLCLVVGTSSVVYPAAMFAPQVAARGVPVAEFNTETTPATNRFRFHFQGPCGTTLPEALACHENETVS
CASP6 VEID inh = blocks human caspase-6 cleavage activity; P55212; 0.53% of 350,000 active; purified caspase-6, Z-VEID-R110 cleavage fluorescence; AID 686996; inhibition, % at 12.5 µM;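 active means mean inhibition across replicates at least about 35%, with every replicate also reaching that limit, limit read from the data; inconclusive means only one of the two criteria met; inactive means neither criterion met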;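 further: 0% = median of neutral control wells and 100% = no fluorescence left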
Target sequence (P55212 24-179 limits assumed): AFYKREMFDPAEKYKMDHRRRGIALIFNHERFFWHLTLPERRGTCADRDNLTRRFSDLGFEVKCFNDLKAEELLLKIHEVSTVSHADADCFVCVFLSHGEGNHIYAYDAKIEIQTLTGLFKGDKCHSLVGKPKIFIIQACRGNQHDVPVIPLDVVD
Target sequence (P55212 194-293 limits assumed): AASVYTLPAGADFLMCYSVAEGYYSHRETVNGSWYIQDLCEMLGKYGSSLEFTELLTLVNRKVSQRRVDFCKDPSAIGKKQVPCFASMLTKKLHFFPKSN
LGR2 antag = blocks bursicon-induced cAMP signaling via Drosophila LGR2; inhibition, % at 9.99 µM; 0.35% of 380,000 active; HEK293 LGR2, CRE-luciferase, bursicon-stimulated, 4 h; AID 720647;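 active means drop in luminescence signal, shown as inhibition above about 50% in the replicate tests, limit read from the data, passing the limit was not always enough; inconclusive means probably only some replicates passing the limit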;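 further: agonist challenge used bursicon conditioned medium at about half maximal strength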
DENV2 CPE = DENV2-induced cell death inhibition. CPE inhibition, % at 9.99 µM. DENV2-infected cells, cytopathic effect rescue, plate reader. 1.7% of 350,000 active; in the data active means CPE inhibition above about 20%, passing the limit was not always enough; inconclusive means no clear call, values can overlap the other calls; tested in BHK-21 cells;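 further: 0% = median of neutral control wells and 100% = median of positive control wells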
EWS-Fli block = EWS/Fli transcriptional activity inhibition | A673 NR0B1-luciferase reporter, viability-normalised | inhibition, % at 12.6 µM | 0.67% of 350,000 active;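 active means mean inhibition of at least 50% after viability correction, with every replicate also passing that limit; inconclusive means mean reaches 50% but only one of two replicates passes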;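 further: firefly luciferase signal divided by Alamar Blue viability fluorescence both relative to DMSO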
ARNT-TACC3 inh = disrupts binding between human ARNT and TACC3 | inhibition, % at 9.99 µM | AlphaScreen His-ARNT PAS-B/GST-TACC3 binding, luminescence; TACC3 fragment carries E629A point mutation | Q9Y6A5 | 0.66% of 390,000 active;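 active means mean inhibition of replicates at least 50% and at least half of replicates each reaching 50%; inconclusive means half or more replicates reach 50% but mean below 50%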;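 further: 0% = complete ARNT plus TACC3 wells and 100% = ARNT alone without TACC3; many hits fall short of the cut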
PAX8 reporter = PAX8 transcriptional activity inhibition. inhibition, % at 12.6 µM. 1.2% of 360,000 active. RMG-I TPO-luciferase reporter, SteadyGlo, 24 h;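 active means mean replicate inhibition at least 60% with every replicate also reaching 60%; inconclusive means only one of the two criteria is met; inactive means mean below 60% and not all replicates reaching 60%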;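 further: luciferase light reporting Pax8 driven TPO promoter activity; plate controls were median of neutral control wells for no effect and mitoxantrone controls for full effect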
An asterisk follows results filed as active; ? = inconclusive; . = not tested or not shown.

SMILES | SIRT5 block | CASP6 VEID inh | LGR2 antag | DENV2 CPE | EWS-Fli block | ARNT-TACC3 inh | PAX8 reporter
N#C[C@@H]1[C@@H](c2ccc(-c3ccccc3F)cc2)[C@@H](CO)N1C(=O)C1CCC1 | 4 | 1 | -9 | -9 | -2 | -2 | 82*
CN(CC1CCCO1)S(=O)(=O)c1ccc(C(=O)Nc2ccc3c(c2)OCO3)cc1 (configuration not stated) | 2 | 1 | -6 | 0 | 5 | 6 | -9
Cc1cc(NC(=O)COC(=O)C2=COCCO2)c([N+](=O)[O-])cc1C | 2 | -3 | -12 | -4 | -7 | -1 | 7
CCNC(=O)OCc1cn(-c2ccc(Cl)cc2)nn1 | -3 | 0 | 0 | 1 | 3 | 28 | -37
C#CCOCCOCCOCCNc1nc(N2CCN(C(=O)[C@H](C(C)C)n3cc(CCO)nn3)CC2)nc(N2CCN(C(=O)[C@H]([C@@H](C)CC)n3cc(CCCN=C(N)N)nn3)CC2)n1 | . | -4 | -7 | 4 | -11 | 2 | -3
CCCNC(=O)C[C@H]1C[C@@H]2c3cc(NC(=O)Nc4ccc(F)cc4)ccc3O[C@@H]2[C@@H](CO)O1 | 3 | 2 | 4 | 3 | 0 | 0 | 23
COc1ccc(S(=O)(=O)N[C@@H]2CC[C@H](CC(=O)O)O[C@@H]2CO)cc1 | 1 | -4 | -7 | 0 | 5 | -10 | 2
CS(=O)(=O)Nc1ccc2c(c1)[C@@H]1C[C@H](CC(=O)N3CCc4ccccc4C3)O[C@H](CO)[C@@H]1O2 | -5 | 1 | -5 | -8 | 2 | 1 | -9
C[C@@H]1CN([C@H](C)CO)C(=O)Cc2cc(NC(=O)CCN3CCOCC3)ccc2O[C@H]1CN(C)Cc1ccc2c(c1)OCO2 | 6 | 0 | 5 | 8 | -2 | -8 | -16
Cc1noc(C)c1S(=O)(=O)N(C)C[C@H]1Oc2ccc(NS(=O)(=O)c3ccc(F)cc3)cc2CC(=O)N([C@@H](C)CO)C[C@H]1C | -1 | -1 | -12 | 13 | -5 | . | .
O=C(C[C@H]1CC[C@@H]2[C@H](COC[C@@H](O)CN2Cc2cc(F)ccc2F)O1)NCc1ccc(Oc2ccccc2)cc1 | . | . | -5 | 3 | . | 7 | .
COc1ccc(C2/C=C\CN(C(=O)c3ccccc3)[C@H](Cc3ccccc3)C(=O)N2Cc2ccc(F)cc2)cc1 (some centres not stated) | -2 | -5 | 8 | . | 21 | 0 | -5
CCOC(=O)C(Cc1ccc(O)c([N+](=O)[O-])c1)N1C(=O)c2ccccc2C1=O (configuration not stated) | 2 | -2 | -13 | -9 | 4 | -8 | 7
COc1ccc(NC(=O)N(C)C[C@@H]2Oc3ccc(NS(=O)(=O)c4cccs4)cc3C(=O)N([C@H](C)CO)C[C@@H]2C)cc1 | 12 | 3 | -20 | 7 | 6 | -3 | .
Cc1ccccc1NC(=O)Cn1c(=O)n(-c2ccc(CC(=O)NCC3CCCO3)cc2)c(=O)c2ccccc21 (configuration not stated) | . | -1 | 4 | 6 | -8 | 1 | 14
COc1cccc(OC)c1C(=O)Oc1ccc2c(c1)O/C(=C\c1ccncc1)C2=O | -4 | 1 | . | 0 | 20 | 1 | -3
CN(C(=O)Cn1cccc1C1=NC(c2ccccc2)CO1)c1ccccc1 (configuration not stated) | 0 | 1 | 0 | 5 | 8 | 6 | 6
CC(C)COc1ccc(N)cc1OCC(C)C | -7 | -6 | -19 | -4 | 3 | 2 | 10
CCn1c(C)cc(/C=C2/SC(=O)N(CC(=O)N3CCCC3)C2=O)c1C | -1 | 0 | -20 | 15 | -27 | 3 | -13
O=C1N[C@@H](Cc2ccccc2)C(=O)N2CCCC12 (some centres not stated) | -2 | -1 | 1 | 2 | 1 | -4 | 14

Exported tab-delimited: entries from further up.
Molecule	SIRT5 block	CASP6 VEID inh	LGR2 antag	DENV2 CPE	EWS-Fli block	ARNT-TACC3 inh	PAX8 reporter
C#CCOCCOCCOCCNc1nc(N2CCN(C(=O)[C@H](C(C)C)n3cc(CCO)nn3)CC2)nc(N2CCN(C(=O)[C@H]([C@@H](C)CC)n3cc(CCCN=C(N)N)nn3)CC2)n1	.	-4	-7	4	-11	2	-3
CCCNC(=O)C[C@H]1C[C@@H]2c3cc(NC(=O)Nc4ccc(F)cc4)ccc3O[C@@H]2[C@@H](CO)O1	3	2	4	3	0	0	23
COc1ccc(S(=O)(=O)N[C@@H]2CC[C@H](CC(=O)O)O[C@@H]2CO)cc1	1	-4	-7	0	5	-10	2
CS(=O)(=O)Nc1ccc2c(c1)[C@@H]1C[C@H](CC(=O)N3CCc4ccccc4C3)O[C@H](CO)[C@@H]1O2	-5	1	-5	-8	2	1	-9
C[C@@H]1CN([C@H](C)CO)C(=O)Cc2cc(NC(=O)CCN3CCOCC3)ccc2O[C@H]1CN(C)Cc1ccc2c(c1)OCO2	6	0	5	8	-2	-8	-16
Cc1noc(C)c1S(=O)(=O)N(C)C[C@H]1Oc2ccc(NS(=O)(=O)c3ccc(F)cc3)cc2CC(=O)N([C@@H](C)CO)C[C@H]1C	-1	-1	-12	13	-5	.	.
O=C(C[C@H]1CC[C@@H]2[C@H](COC[C@@H](O)CN2Cc2cc(F)ccc2F)O1)NCc1ccc(Oc2ccccc2)cc1	.	.	-5	3	.	7	.
COc1ccc(C2/C=C\CN(C(=O)c3ccccc3)[C@H](Cc3ccccc3)C(=O)N2Cc2ccc(F)cc2)cc1 (some centres not stated)	-2	-5	8	.	21	0	-5
CCOC(=O)C(Cc1ccc(O)c([N+](=O)[O-])c1)N1C(=O)c2ccccc2C1=O (configuration not stated)	2	-2	-13	-9	4	-8	7
COc1ccc(NC(=O)N(C)C[C@@H]2Oc3ccc(NS(=O)(=O)c4cccs4)cc3C(=O)N([C@H](C)CO)C[C@@H]2C)cc1	12	3	-20	7	6	-3	.
Cc1ccccc1NC(=O)Cn1c(=O)n(-c2ccc(CC(=O)NCC3CCCO3)cc2)c(=O)c2ccccc21 (configuration not stated)	.	-1	4	6	-8	1	14
COc1cccc(OC)c1C(=O)Oc1ccc2c(c1)O/C(=C\c1ccncc1)C2=O	-4	1	.	0	20	1	-3
CN(C(=O)Cn1cccc1C1=NC(c2ccccc2)CO1)c1ccccc1 (configuration not stated)	0	1	0	5	8	6	6

Next part
SMILES | SIRT5 block | CASP6 VEID inh | LGR2 antag | DENV2 CPE | EWS-Fli block | ARNT-TACC3 inh | PAX8 reporter
Cn1c(=O)n(Cc2ccccc2Cl)c2ccccc21 | -10 | -3 | 35 | 0 | -6 | -2 | -5
CC(C)C[C@H]1CNC(=S)N1C[C@H]1CCCN1C[C@H](Cc1ccccc1)N1C[C@H](CC(C)C)N(CCc2ccccc2)C1=S | . | -4 | 5 | -6 | 14 | . | 6
CCn1c(SCC(=O)N(C)CC(=O)Nc2cccc(OC)c2)nnc1-c1ccco1 | -3 | -122 | -17 | 2 | 2 | 0 | 1
CC1CC(C)CN(C(=O)COC(=O)c2cncc(Br)c2)C1 (configuration not stated) | -2 | -1 | -3 | -5 | 0 | -13 | -9
O=C(NCCc1ccc(Cl)cc1)c1ccc2nc[nH]c2c1 | -1 | 5 | -6 | -3 | -17 | -1 | -19
O=C(Nc1ccc(S(=O)(=O)N2CCOCC2)cc1)c1ccc([N+](=O)[O-])s1 | 2 | -3 | -9 | -4 | 46 | -3 | 21
Cc1ccc(CCC(=O)Nc2ccc(Br)cc2)o1 | -6 | 4 | -2 | -6 | -6 | -2 | -3
Cc1ccccc1Cn1nc(C)c(NC(=O)C2(C)CC2(Cl)Cl)c1C (configuration not stated) | . | . | -16 | . | . | -3 | 4
C[C@@H]1CN([C@H](C)CO)C(=O)c2cccc(NC(=O)c3ccncc3)c2O[C@@H]1CN(C)Cc1ccc(C(=O)Nc2ccccc2N)cc1 | . | -2 | 1 | -2 | 44 | -2 | .
COc1ccc(C(=O)CC(=O)C(=O)Nc2ccccc2C(F)(F)F)cc1 | -2 | -2 | -1 | 19 | 19 | 22 | 4
COc1ccc(NC(=O)CSc2nnc(Cn3c(=O)sc4ccccc43)n2C)cc1OC | . | 2 | 14 | -5 | -2 | . | -11
COc1ccccc1NC(=O)Cn1c2ccccc2c2nc3n(c(=O)c21)CCS3 | . | 1 | 4 | . | -3 | -8 | -20
CC(C)NC(=O)N(C)C[C@H]1Oc2cc(-c3cncnc3)ccc2S(=O)(=O)N([C@H](C)CO)C[C@H]1C | -3 | -3 | -4 | -3 | -12 | 5 | .
Cc1ccc(C)c2sc(NC(=O)CN3C(=O)CCC3=O)nc12 | -3 | -4 | -9 | 2 | -3 | 4 | 13
C[C@@H]1CN([C@@H](C)CO)S(=O)(=O)c2ccc(-c3cccc(C#N)c3)cc2O[C@H]1CN(C)C(=O)c1ccncc1 | 0 | 0 | -3 | 1 | 8 | -1 | -11
C[C@@H]1CCCCO[C@@H](CN(C)C(=O)Nc2ccccc2)[C@H](C)CN([C@@H](C)CO)C(=O)c2cc(NS(=O)(=O)c3cccs3)ccc2O1 | 2 | 1 | 4 | -6 | -3 | 0 | -18
COc1ccc(NC(=O)COC(=O)C2COc3ccccc3O2)cc1OC (configuration not stated) | 0 | -1 | 8 | 5 | -5 | . | -15
CCn1c(Cc2ccc(OC)cc2)nnc1SCc1nc2ccccc2c(=O)[nH]1 | -2 | -2 | 15 | 8 | 5 | -8 | 2
CN(C)CC(=O)N[C@H]1CC[C@H](CC(=O)O)O[C@@H]1CO | -6 | 1 | 25 | 2 | -13 | . | .
COc1ccc(-c2cnc3ncnn3c2N)cc1 | 0 | 0 | 2 | 4 | -7 | . | 8
Cc1nc(N/N=C/c2cccc([N+](=O)[O-])c2)cc(N2CCCCC2)n1 | 3 | 3 | -8 | 1 | 6 | . | 26
C[C@@H]1CN([C@H](C)CO)C(=O)CCCn2nncc2CO[C@@H]1CN(C)S(=O)(=O)c1ccc(Oc2ccccc2)nc1 | 0 | 2 | 9 | ? | 9 | . | .
CCOC(=O)c1c(NC(=O)CN2C(=O)NC3(CCCC3)C2=O)sc(C)c1CC | -2 | 3 | 7 | -9 | 9 | 29 | 14
Cc1ccc(NC(=O)Nc2ccccc2)nc1 | -3 | 0 | -110 | -5 | -117 | -1 | -41
O=C(C[C@H]1C[C@H]2c3cc(NC(=O)C4CCOCC4)ccc3O[C@H]2[C@@H](CO)O1)NCc1ccc2c(c1)OCO2 | -1 | 0 | -7 | 3 | 2 | -4 | -7
COc1ccc(S(=O)(=O)N(C)C[C@H]2Oc3cc(C#CC4CCCC4)ccc3S(=O)(=O)N([C@H](C)CO)C[C@H]2C)cc1 | 5 | -1 | 1 | -10 | 10 | -5 | 0
C[C@H](CO)N1C[C@H](C)[C@H](CN(C)C(=O)Cc2ccccc2)OCCCC[C@H](C)Oc2ccc(NC(=O)Cc3ccccc3)cc2C1=O | 10 | 0 | 13 | 19 | 2 | 1 | -4
CSc1ccccc1OCc1cc(C(=O)N(C)Cc2ccc(C)o2)no1 | 1 | 2 | -52 | 16 | -84 | 10 | -120
CNC[C@H]1OCCCC[C@H](C)Oc2ccc(NC(=O)Nc3c(C)noc3C)cc2C(=O)N([C@@H](C)CO)C[C@H]1C | . | . | 15 | . | -4 | . | -7
O=C(CN(c1ccc(F)cc1)S(=O)(=O)c1ccc2c(c1)OCCO2)N1CCOCC1 | -5 | 0 | -24 | 11 | -2 | 0 | 9
COc1ccc(C2NCCc3c2[nH]c2ccccc32)cc1CSc1nc2ccccc2s1 (configuration not stated) | 3 | 1 | 34 | -5 | 18 | 3 | 12
CCN(c1ccccc1)S(=O)(=O)c1ccc(OC)c(NC(=O)COc2ccc(C(C)=O)cc2)c1 | 0 | -4 | 1 | 5 | -1 | -3 | 8
COc1c(/C=N/NC(=O)[C@H]2C[C@@H]2c2ccccc2)c(CCN(C)C(C)=O)cc2c1OCO2 | . | 2 | 7 | -6 | 2 | 3 | 20
C[C@H](O)C#Cc1ccc2c(c1)O[C@H](CN(C)Cc1ccccc1)[C@@H](C)CN([C@@H](C)CO)S2(=O)=O | 4 | 3 | 9 | 9 | 9 | 0 | .
C[C@H](CO)N1C[C@H](C)[C@H](CN(C)C(=O)Nc2cccc3ccccc23)Oc2ccc(NC(=O)Nc3ccc(F)cc3)cc2CC1=O | 3 | -3 | 12 | 6 | 0 | -3 | 16

Compound activity: PubChem BioAssay, Broad Institute
